Wnt bcat act: Wnt/beta-catenin pathway activators, primary screen, cell-based, plate reader, single point; 1.2% of 300,000 active; AID 743398, 2014; Wnt/beta-catenin reporter cell assay, activator; activation, % at 9.35 µM; in the data active means activation above about 30%, passing the limit was not always enough;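 further: 0% = neutral control wells and 100% = positive control wells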
Numbers without * were called inactive. An excerpt; count on the stated rates, not on these rows.

molecule,Wnt bcat act
COc1ccc(C(=O)c2[nH]c(N)c(C(=O)NCCc3c[nH]c4ccccc34)c2-c2ccc(OC)c(OC)c2)cc1,1.1
O=C(NC1CC1)c1ccc2nc([C@H]3C[C@H](O)[C@@H](CO)O3)[nH]c2c1,-0.4
O=C(C(=O)N1CCN(CCN2CCOCC2)CC1)c1ccccc1,-1.3
Cc1ccc(Cc2c(-c3ccco3)nc3c4ccccc4ccn23)cc1,9.3
CC1(C(=O)Nc2cccc3ncccc23)CCN1C(=O)C1(c2ccccc2)CC1 (configuration not stated),-2.0
CCCCNC(=O)c1nc(C2CCN(S(=O)(=O)c3cccc(C(F)(F)F)c3)CC2)oc1-c1cccc(C(F)(F)F)c1,-1.7
CC(=O)Nc1ccc(NC(=O)c2csc([C@@H]3O[C@H](CO)[C@H](O)[C@H](O)[C@H]3O)n2)cc1,-1.6
CC(C)C(N)c1csc(NC(=O)Nc2cccc(C(F)(F)F)c2)n1 (configuration not stated),-2.6
COc1cccc(C(O)c2ncc(-c3ccc(C(F)(F)F)cc3)[nH]2)c1 (configuration not stated),-1.4
CCCS(=O)(=O)NC(=O)C1(C)CCN(C(=O)c2ccc(OC(F)F)cc2)C1 (configuration not stated),2.2
COc1ccc(CN2C(=O)CN(S(C)(=O)=O)CC2(C)C(=O)Nc2c(C)cccc2C)cc1 (configuration not stated),-3.6
Cc1cccc(C)c1NC(=O)C1(C)CN(S(C)(=O)=O)CC(=O)N1CCCn1ccnc1 (configuration not stated),-0.5
CC1(C(=O)N2CCCCC2)CCN1C(=O)c1ccccc1CCc1ccccc1 (configuration not stated),-2.9
CCNC(=O)C1(C)CCCN(CC(=O)c2ccccc2OC)C1 (configuration not stated),1.5
CN1OC[C@@H]2CN(C(=S)NCCc3ccccc3)[C@H](c3ccccc3Br)C[C@@H]21,-0.4

Taken from above:
`Cc1cccc(C)c1NC(=O)C1(C)CN(S(C)(=O)=O)CC(=O)N1CCCn1ccnc1` (configuration not stated) | Wnt bcat act = -0.5
`COc1ccc(C(=O)c2[nH]c(N)c(C(=O)NCCc3c[nH]c4ccccc34)c2-c2ccc(OC)c(OC)c2)cc1` | Wnt bcat act = 1.1

The list goes on:
molecule,Wnt bcat act
COC(=NC(C)C)NC(C)C,2.0
COc1ccc(OC)c(CN2C(=O)c3ccccc3C2c2nnnn2C(C)C)c1 (configuration not stated),-3.3
Nc1[nH]c(C(=O)c2ccccc2)c(-c2cccc3ccccc23)c1C(=O)NCc1ccc(F)c(F)c1,1.4
COCCNC(=O)C1CCCN(C(=O)c2cc(C)n(C(C)(C)C)n2)CC1 (configuration not stated),-2.4
CCC(=O)N1CCCC(C(=O)NS(=O)(=O)c2cc(C)c(Cl)cc2C)CC1 (configuration not stated),-2.8
COc1ccc(NC(=O)N(C)C[C@H]2OCc3cnnn3CCCC(=O)N([C@H](C)CO)C[C@@H]2C)c(OC)c1,-0.9
CCOC(=O)[C@]12CCC=C1N(Cc1cccc3ccccc13)C(=O)[C@H](CC(=O)NCCCOC)C2,-2.2
COC(=O)/C=C1\OCc2cc(OC)c(OC)cc21,0.8
COc1ccc(S(=O)(=O)NC(=O)C2(C)CCN2C(=O)Cc2ccccc2)cc1OC (configuration not stated),0.5
COCc1cccc(-c2csc(C(O)c3ccc(F)c(OC)c3)n2)c1 (configuration not stated),0.1
O=C(OC1CC2CC1[C@H]1CCCCN1C2=O)N1CCN(C(=O)c2ccccc2)CC1 (some centres not stated),0.3
COCCCNC(=O)[C@@H](Cc1ccccc1)NC(=O)[C@H]1O[C@@H](n2ccc(=O)[nH]c2=O)[C@H](O)[C@@H]1O,-3.1
O=C(Nc1nnc([C@@H]2C[C@H](O)[C@@H](CO)O2)s1)Nc1ccc(F)cc1F,18.8
O=C(O)c1cc(Cl)n[nH]c1=O,-0.8
CC(=O)Nc1c(C#N)c(-c2ccccc2)c(C#N)c(=O)n1-c1ccc(C)cc1,-1.5
CN(C)CCNc1ncnc2c1ncn2[C@H]1CN(CCc2ccccc2)C[C@@H](CO)O1,-1.5
CC(=O)OC[C@@H]1CN(Cc2ccccc2)C[C@H](n2cnc3c(NCC(C)C)ncnc32)O1,1.3
CC(C)(C)OC(=O)N1CCCN(C(c2cc3ccccc3o2)c2nnnn2C(C)(C)C)CC1 (configuration not stated),-8.0
O=C(c1cc(C2CCCCN2S(=O)(=O)c2ccc(F)cc2F)on1)N1CCOCC1 (configuration not stated),-5.8
Fc1cccc(Cc2c(-c3ccc(Cl)cc3)nc3ccc(Cl)cn23)c1,25.0
Cc1cccc(CN2CCN(C3CN(Cc4cn(Cc5ccc(F)cc5)nn4)S(=O)(=O)C3)CC2)c1 (configuration not stated),-2.9
CC(=O)C(=Cc1cccc(C#N)c1)C(=O)c1ccccc1,1.7
CC(=O)Nc1cc(-c2cccc(C(=O)NCCO)c2)cn2c(-c3ccc(F)c(Cl)c3)cnc12,-1.3
CC1=C(C(=O)N2CCCCCC2)CC(CC(=O)NCc2cccs2)C(=O)N1CCC1=CCCCC1 (configuration not stated),-5.4
Cc1ccc(CN2C(=O)c3ccccc3C2c2nnnn2-c2c(C)cccc2C)cc1 (configuration not stated),0.6
O=C(N[C@@H]1CC[C@@H](CCn2cc(-c3ccccc3)nn2)O[C@@H]1CO)c1cnccn1,-2.5
COC(=O)[C@H](Cc1ccccc1)N[C@H](c1ccc(OC)cc1)[C@@H](O)Cc1ccccc1,-1.8
COC(=O)C1=C(C)N(Cc2ccc(C(F)(F)F)cc2)C(=NCc2ccccc2)NC1c1ccccc1 (configuration not stated),-19.5
CCOC(=O)[C@]12CCCC=C1N(Cc1ccc(Cl)cc1Cl)C(=O)[C@H](CC(=O)N1CCCCC1)C2,0.0
O=C(NC1CCCC1)[C@@H]1CCCN1C(=O)[C@@H](NS(=O)(=O)c1ccc(F)cc1F)c1ccccc1,2.3

In a second layout: entries from further up
Wnt bcat act | SMILES
0.6 | Cc1ccc(CN2C(=O)c3ccccc3C2c2nnnn2-c2c(C)cccc2C)cc1 (configuration not stated)
-2.5 | O=C(N[C@@H]1CC[C@@H](CCn2cc(-c3ccccc3)nn2)O[C@@H]1CO)c1cnccn1
-1.8 | COC(=O)[C@H](Cc1ccccc1)N[C@H](c1ccc(OC)cc1)[C@@H](O)Cc1ccccc1
-19.5 | COC(=O)C1=C(C)N(Cc2ccc(C(F)(F)F)cc2)C(=NCc2ccccc2)NC1c1ccccc1 (configuration not stated)

Later entries:
molecule,Wnt bcat act
COc1ccccc1-c1cccc2nccn12,-0.3
Cc1ccc(C2=N/C(=C\c3coc4ccccc4c3=O)C(=O)O2)cc1,-2.5
COCCCNc1ccn2nc(-c3ccc(Cl)cc3)cc2n1,3.0
CC(C)(C)c1cc(NC(=O)C2(C)CCN2C(=O)C2(c3ccccc3)CC2)no1 (configuration not stated),-2.6
N#Cc1ccc(-c2nc3ccc(Cl)cn3c2Cc2ccccc2)cc1,-1.8
CC(=O)c1ccc(OCc2nnn(CC(=O)NS(=O)(=O)Cc3ccccc3)c2-c2ccccc2)cc1,2.6
Cc1ccc2nc(-c3ccco3)c(Cc3cccc(Cl)c3)n2c1,-1.2
O=C(NCc1ccccc1)C1Cc2c(-c3ccc(Cl)cc3)ccnc2O1 (configuration not stated),-11.2
CC1(C)OC(=O)C2=C(C[C@@H](C3CCCC3)O[C@@H]2c2ccc(Cl)cc2)O1,-1.1
CC(C)CNc1ncnc2c1ncn2[C@H]1CN(CCc2ccccc2)C[C@@H](CO)O1,-3.6
Cc1cccc(C)c1-n1nnnc1C1c2ccccc2C(=O)N1CCc1ccccc1F (configuration not stated),-1.1
Cc1ccccc1C1=CC(=O)CC(C)(C)C1=O,-3.2
CCCC[C@@H]1CC2=C(C(=O)OC(C)(C)O2)[C@H](c2ccc(C(C)C)cc2)O1,0.2
CCc1nc2ccc(C(=O)N3CCN(C(=O)c4ccco4)CC3)cn2c1N(C=O)Cc1ccc(OC)cc1,6.4
NC(Cc1ccc(F)cc1)c1csc(Nc2nncc3ccccc23)n1 (configuration not stated),-21.8
COc1cccc(CNC(=O)CCCCCn2c(=S)[nH]c3ccc(N4CCOCC4)cc3c2=O)c1,-0.4
N#Cc1ccc(S(=O)(=O)N2CCCc3nc(-c4ccc(Br)cc4)ccc32)cc1,4.0
Cc1ccc(F)c(S(=O)(=O)NC(=O)C2(C)CCN2C(=O)c2cccc3ccccc23)c1 (configuration not stated),-2.5
CC(C)Oc1ccc(F)cc1-c1cc(C(=O)Nc2ccccc2)[nH]n1,-3.3
CCOC(=O)C1=CCC(c2ccc(C)cc2)N(S(=O)(=O)c2ccc(C)cc2)C1 (configuration not stated),-4.2
COc1ccc(OC)c(S(=O)(=O)NC(=O)C2(C)CCN2C(=O)CC2CCCC2)c1 (configuration not stated),-4.9
COc1ccccc1-c1cc(NC=O)c2ncc(-c3ccc(S(C)(=O)=O)cc3)n2c1,-2.5
C#CCOCCOCCOCCNc1nc(N2CCN(C(=O)C([C@@H](C)CC)n3cc(C(N)COC(=O)C(F)(F)F)nn3)CC2)nc(N2CCN(C(=O)[C@H](CCC(=O)O)n3cc(C(N)CC(C)C)nn3)CC2)n1 (some centres not stated),1.6
CC1=C(C(=O)N(C(C)C)C(C)C)CC(CC(=O)NCCCN(C)C)C(=O)N1CCCN1CCCC1=O (configuration not stated),-0.9
COc1ccc(CC(N)c2csc(NC(=O)Nc3ccccc3-c3ccccc3)n2)cc1 (configuration not stated),-2.3
O=C(CC[C@H]1O[C@@H](n2ccc(=O)[nH]c2=O)[C@H](O)[C@@H]1O)N[C@@H](Cc1ccccc1)C(=O)NCC1CCCO1 (some centres not stated),-0.8
Nc1nc2c(ncn2[C@@H]2O[C@H](CNCC3=Cc4cc(O)ccc4OC3)[C@@H](O)[C@H]2O)c(=O)[nH]1,-1.6
CC1(C(=O)NS(=O)(=O)c2cccc(F)c2)CCN1C(=O)C1CCCCC1 (configuration not stated),0.3
COCCNC(=O)C1CCCN(Cc2ccc(C(C)C)cc2)CC1 (configuration not stated),-1.5
CCOC1=C2CN(S(=O)(=O)c3ccc(C)cc3)CC[C@@H]2N(S(=O)(=O)c2ccc(C)cc2)[C@H](c2ccccc2)C1,-0.4
CC(C)CC1NC(=O)c2ccc(Cl)cc2-n2c1nc1ccc(Cl)cc1c2=O (configuration not stated),-1.6
CN1OC[C@@H]2CN(C(=O)C(C)(C)C)[C@H](c3ccc(-c4cccnc4)cc3)C[C@@H]21,-1.4
Oc1c(C=Nc2cccc3nsnc23)ccc2ccccc12,9.1
CCc1nc2c(OCc3ccc(Cl)cc3)cccn2c1N(C)C(=O)c1ccncc1,-1.0
CC(C)c1ccc(Nc2ncc3c(n2)CCN(C(=O)Nc2ccc(F)c(Cl)c2)C3)cc1,-1.9
NC(c1csc(Nc2cc(Oc3ccccc3)ncn2)n1)c1ccccc1Cl (configuration not stated),2.6
O=C(NCC1CCCO1)c1[nH]c(C(F)(F)F)nc1-c1ccccc1 (configuration not stated),-1.7
Cc1ccc2nc(C3CCCCC3)c(Cc3cccc(F)c3)n2c1,-2.6
Cc1ccc(C(O)c2ncc(-c3ccc4ccccc4c3)[nH]2)cc1 (configuration not stated),-1.8
CC(=O)Nc1ccc(NC(=O)C2(C)Cc3c(-c4cccc(C(N)=O)c4)ccnc3O2)cc1 (configuration not stated),-1.0
CCOC(=O)C1=CCN(S(=O)(=O)c2cccc(Cl)c2)C1c1ccc(F)cc1 (configuration not stated),-0.3
Cc1nc(C(F)(F)F)ccc1C(=O)N1CCC1(C)C(=O)NS(=O)(=O)c1ccc2ccccc2c1 (configuration not stated),-1.4
CC(C)Oc1cc(F)ccc1-c1cc(C(=O)Nc2ccccc2)[nH]n1,-2.3
Oc1ccc(C[C@@H](CN2CCC[C@@H]2CN2C(=S)NC[C@@H]2Cc2ccccc2)N2C[C@H](Cc3ccccc3)N(CCc3ccccc3)C2=S)cc1,-6.5
COC(=O)[C@]12C[C@H](CC(=O)NCC34CC5CC(CC(C5)C3)C4)C(=O)N(Cc3ccccc3)C1=C[C@H](C(C)C)O[C@@H]2C1CC1,-13.6
CC(=O)NCCNc1nc2cc(-c3ccccc3C)sc2c(=O)n1C,11.4
O=C(NC(c1ccc(Cl)cc1)c1ccsc1)C1CCN(Cc2ccc(Oc3ccccc3)cc2)CC1 (configuration not stated),-5.1
CCc1nc2ccc(C(=O)N(C)CCCN(C)C)cn2c1N(C)CCCc1ccccc1,-0.2
O=Nc1ccccn1,0.7
CCc1nc2c(OCC(N)=O)cccn2c1N(C)C(=O)c1ccc(OC)cc1,0.6
O=C(Nc1cccnc1)C1Cc2c(-c3ccccc3Oc3ccccc3)ccnc2O1 (configuration not stated),-2.3
COC(=O)[C@]12C[C@H](CC(=O)NCC34CC5CC(CC(C5)C3)C4)C(=O)N(CCC3=CCCCC3)C1=C[C@H](COCc1ccccc1)O[C@@H]2C,-15.4
c1ccc(CNc2nc(NCCc3ccncc3)c3sccc3n2)cc1,-1.8
CNc1cccc(-c2cccc(C(=O)N3CCOCC3)c2)n1,5.3
COc1ccc(Cl)cc1Cn1c(C)c(C(=O)NCc2ccc(C#N)cc2)sc1=O,-7.5
O=S1(=O)N[C@@H](Cc2ccccc2)COc2cc(N3CCC[C@H]3CO)ccc21,-2.7
CC(C)CC1NC(=O)c2cc(Cl)ccc2-n2c1nc1ccc(F)cc1c2=O (configuration not stated),0.4
CS(=O)(=O)c1ccc(Nc2nc(C(N)c3ccccc3Cl)cs2)cc1 (configuration not stated),-1.0
Cc1ccc2ccccc2c1C(O)c1ncc(-c2ccc(F)cc2)[nH]1 (configuration not stated),-4.4
COc1cc(CN2C(=O)C(C)ON=C2c2ccccc2F)cc(OC)c1 (configuration not stated),-6.8
COc1ccc(OC)c(CN2CCN(C(=O)c3cc(S(=O)(=O)N4CCOCC4)ccc3C)CC2)c1,2.5
Cc1ccc(-c2nc3ccc(C)cn3c2CC2CCCCC2)cc1,24.3
CC(C)C[C@H]1CNC(=S)N1C[C@H]1CCCN1C[C@H](Cc1ccc(O)cc1)N1C[C@H](Cc2ccc(O)cc2)N(CCc2ccccc2)C1=S,-3.7

Screening data: PubChem, Broad Institute
